# Vif-A3G inh: Vif-A3G binding inhibition; hit rate 0.076% among 410,000; Potency, µM (titrated, usually from 46.1 µM), without a hit: top-dose activity, negative = active, actives largely listed as inhibitors; Q9HC16; HeLa A3G-eYFP + Vif (tagged APOBEC3G with the HIV-1 protein that degrades it), YFP fluorescence, overnight;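 further: potency means the concentration at half of the fitted maximal effect; on the % scale 0 is the no-effect control and ±100 the full control effect; nearly all actives have a fitted effect of over 60% in size; hits raise eYFP signal because A3G escapes Vif-driven loss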
#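 HeLa cells stably expressing Vif and C-terminally eYFP-tagged A3G, seeded overnight at 37 deg C, then exposed to compound by pintool overnight at 37 deg C. Rise in yellow fluorescence (Ex 488/Em 500-530, Acumen) marks blocked Vif-driven A3G degradation.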
# Vif-APOBEC3F blk: blocks the Vif interaction with APOBEC3F. HeLa A3F-eYFP + Vif (tagged APOBEC3F with the HIV-1 protein that degrades it), YFP fluorescence increase. Potency, µM (top dose mostly 46.1 µM), for the others: top-dose activity, negative = active. hit rate 0.2% among 390,000. AID 602313; further: potency means the concentration at half of the fitted maximal effect; % of control where 0% means no effect; nearly all actives have a fitted effect of over 65% in size
#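 HeLa cells stably expressing A3F-eYFP plus Vif, plated and incubated overnight at 37 deg C, then exposed to compounds overnight at 37 deg C. Blocked degradation read as raised yellow fluorescence (Ex 488/Em 500-530).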
# LDHA inh: inhibitors of human lactate dehydrogenase A; AID 1347041; hit rate 0.15% among 480,000; purified LDHA, NADH/diaphorase-resazurin fluorescence; active compounds read low; P00338; activity change, % (values are at about 110 or 230 µM); in the data active means activity change below about -30%; inconclusive means mostly about -25% to -30%;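 further: plate controls were DMSO wells for no effect and wells without enzyme for full effect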
#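 Human LDH5 at 2 nM final in Tris HCl pH 7.4 with 0.06 mM NADH and 0.2 mM pyruvate, reacted 5 minutes at room temperature. Remaining NADH coupled via diaphorase/resazurin; resorufin fluorescence read at 0 and 20 minutes, normalized to enzyme-free and DMSO wells.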
# RGS4 inh: human RGS4 inhibition. P49798. Transcreener GDP fluorescence polarization, RGS4-accelerated GTP hydrolysis. Potency, µM (doses to about 114 µM), for the others: at the highest dose activity change, negative = inhibition, usual class: inhibitors. hit rate 0.039% among 390,000; further: potency means the concentration at half of the fitted maximal effect; on the % scale 0 is the no-effect control and ±100 the full control effect; nearly all actives have a fitted effect of over 75% in size; some results filed as inactive show a strong effect at the top dose
#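 MLSMR compounds (23 nl, pin-transferred) preincubated 10 min at room temperature with a 500nM (2x) first reagent, then RGS4 at 900nM (2x) plus Transcreener GDP mix added; fluorescence polarization (620/688 nm) read before and after 90 min at 30 °C.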
# ERG Ets-DNA blk: blocks human ERG Ets domain binding to DNA. P11308. AID 624246. hit rate 0.028% among 370,000. fluorescence polarization, His-ERG Ets domain / labelled DNA. Potency, µM (doses to about 76.9 µM), without a hit: top-dose FP activity, negative = inhibition, actives largely listed as inhibitors; active means well fitted inhibition curve with a large enough effect in the polarisation, with a control signal flat; inconclusive means small, poorly fitted or top-dose-only effect, or effect the other way, or a change in a side signal; inactive means no such curve, though single readings can be large or run the other way; the % refers to the polarisation;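 further: polarization taken with two DNA probes labelled with fluorescein and Texas red; potency means the concentration at half of the fitted maximal effect; % of control where 0% means no effect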
# Target sequence (P11308 whole entry, looked up, the tested form may be a part): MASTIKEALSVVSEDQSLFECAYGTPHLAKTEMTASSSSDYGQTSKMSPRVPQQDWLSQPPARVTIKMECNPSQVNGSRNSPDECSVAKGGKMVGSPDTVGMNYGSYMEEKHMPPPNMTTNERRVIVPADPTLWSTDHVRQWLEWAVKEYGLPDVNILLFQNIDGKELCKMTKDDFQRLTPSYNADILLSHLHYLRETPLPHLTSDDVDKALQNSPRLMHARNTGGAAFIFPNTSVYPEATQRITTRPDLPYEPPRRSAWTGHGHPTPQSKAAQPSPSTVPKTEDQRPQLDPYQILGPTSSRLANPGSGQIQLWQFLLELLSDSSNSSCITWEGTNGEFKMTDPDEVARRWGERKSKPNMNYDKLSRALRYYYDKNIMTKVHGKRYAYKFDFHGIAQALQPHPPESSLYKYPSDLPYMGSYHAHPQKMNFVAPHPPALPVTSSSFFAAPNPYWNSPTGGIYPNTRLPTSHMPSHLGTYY
#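 His-tagged ERG Ets domain (1 uM in the protein solution; 300mM KCl, 50mM Tris-HCl, 1mM EDTA, 1mM DTT, pH 7.5) received compound, then a probe mix of 5 nM fluorescein-DNA and 100nM Texas-615-DNA. Fluorescence polarization was read for both dyes.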
# Glioma ERSR ind: induces the endoplasmic reticulum stress response in human glioma cells | U87-MG GRP78 promoter luciferase reporter, 16 h | Potency, µM, for the others: top-dose activation, usual class: activators | hit rate 0.02% among 420,000; further: potency means the concentration at half of the fitted maximal effect; series mostly up to about 76 µM; % of control where 0% means no effect; nearly all actives have a fitted effect of over 35% in size
#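 ERSR induction read as luciferase luminescence (Bright-Glo, 10 min at room temperature) in stably transfected human U87-MG glioma cells exposed to compounds for 16 h, using GRP78 as sensor.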
# D2 antag: antagonizes the human D2 dopamine receptor; inhibition, % at 10 µM; HEK293 TREx D2 cells, calcium flux, dopamine EC80; hit rate 2% among 340,000; P14416; AID 485344; in the data active means inhibition above about 30%; further: 0% is about no effect
# Target sequence (P14416 whole entry, looked up): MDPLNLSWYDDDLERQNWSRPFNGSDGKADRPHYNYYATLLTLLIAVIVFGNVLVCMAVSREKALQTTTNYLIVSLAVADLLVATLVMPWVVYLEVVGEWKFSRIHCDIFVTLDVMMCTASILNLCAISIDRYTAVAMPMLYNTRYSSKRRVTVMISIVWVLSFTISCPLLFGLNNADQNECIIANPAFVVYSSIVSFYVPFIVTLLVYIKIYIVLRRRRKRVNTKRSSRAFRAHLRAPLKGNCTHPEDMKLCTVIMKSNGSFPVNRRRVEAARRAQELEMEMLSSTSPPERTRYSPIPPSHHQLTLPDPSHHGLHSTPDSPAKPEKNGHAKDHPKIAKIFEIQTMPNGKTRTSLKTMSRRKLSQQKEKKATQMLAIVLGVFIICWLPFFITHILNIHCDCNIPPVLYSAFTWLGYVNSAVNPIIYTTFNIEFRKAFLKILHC
#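 Cells plated overnight at 30 C with tetracycline; no-wash calcium dye, 30–90 min RT; 10 s baseline; compound pinned; 180 s read; EC80 dopamine added; another 180 s read.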
# ALOX12 inh: ALOX12 (human) lipoxygenase inhibition; P18054; hit rate 1.1% among 580,000; purified 12hLO, xylenol orange hydroperoxide absorbance; Potency, µM (series often up to 108 µM), for the others: top-dose activity change, negative = inhibition, actives largely listed as inhibitors; further: potency means the concentration at half of the fitted maximal effect; on the % scale 0 is the no-effect control and ±100 the full control effect
#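 Purified human 12hLO at 150 nM in 25 mM Hepes, 0.01% Triton X-100, pH 7.0, preincubated 15 min at room temperature with compound. Reaction started with 40 uM arachidonic acid, 30 min at room temperature. Hydroperoxide measured by Fe-xylenol orange, 573/405 nm absorbance ratio.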
# D2 agonist: D2 dopamine receptor (human) agonism; P14416; HEK293 T-REx D2 cells, calcium flux agonist mode; hit rate 0.53% among 340,000; activation, % at 2 µM;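 active means activation over 3 SD above normal in the single-dose calcium agonist read, cut at about 30% in these data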; further: 0% is about no effect
#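 Tetracycline-induced HEK293 Trex cells with D2 receptor force-coupled to calcium signaling, plated overnight at 30 C and loaded with no-wash calcium dye. Calcium flux read kinetically for 180 s after compound addition; responses flag agonists.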
# Active calls of the source: *; ? = inconclusive; / = not tested or not shown; & = joins results of further samples; [ ] = remark or other dose. Unless noted, the call rests on the fitted dose curve; in most records, active means well fitted curve in the direction sought with a large enough effect; inconclusive means small, poorly fitted or top-dose-only effect, or another doubt; inactive means no such curve, though single readings can be large; an effect the other way counts as inactive or inconclusive. Not all compounds are listed; count on the stated rates, not on these rows.
SMILES,Vif-A3G inh,Vif-APOBEC3F blk,LDHA inh,RGS4 inh,ERG Ets-DNA blk,Glioma ERSR ind,D2 antag,ALOX12 inh,D2 agonist
Cc1nc2nc(-c3ccc(F)cc3)cn2nc1C,0%,1%,-3,41%,13%,-8%,0,0%,0.4
O=C(Nc1cccc(NS(=O)(=O)c2ccc(S(=O)(=O)NC3CC3)cc2)c1)c1ccccn1,0%,-9%,-2,-10%,0%,-3%,2,-11%,0.0
COC(=O)c1sccc1NC(=O)c1ccccc1[N+](=O)[O-],-1%,-5%,-7,-13%,-3%,-4%,-2,-15%,-0.2
COc1ccc(NC(=O)CC2Oc3ccc(C)cc3NC2=O)cc1 (centres undefined),-2%,0%,0,-21%,1%,-1%,9,5%[57.4 µM],0.8
CCCCNC(=O)Cn1c(SCc2ccccc2C)nc2ccncc21,-1%,/,3,-2%,/,-2%,/,/,/
CCN(CC)CCn1c(O)c(N=O)c2ccccc21,0%,-2%,-11,18%,-10%,8%,20,-30%,4.7
COc1ccc(Cn2c(C(=O)O)c(CNCC(C)c3ccccc3)c3ccc(OC)cc32)cc1 (centres undefined),-17%,-6%,-3,-12%,0%,-1%,/,-19%,/
O=C(Cc1ccc(F)cc1)Nc1nnc2n1CCS2,0%,-6%,4,-3%,1%,-2%,/,0%,0.3
CC(=O)Nc1ccc(SCc2csc(C)n2)cc1,-4%,0%,-1,-6%,-2%,6%,-22,-15%,0.0
CC(=O)c1c(C)[nH]c2ccccc2c1=O,0%,-10%,-1,-13%,-5%,-3%,8,-8%,-0.9
Cc1ccc(S(=O)(=O)Nc2nc(C)c(NC(=O)Nc3ccc(Cl)cc3Cl)s2)cc1,0%,2%,-14,-25%,0%,-3%,6,2µM*,0.0
CN1CCN(c2nc(NCc3ccco3)nc(N)c2[N+](=O)[O-])CC1,-5%,6%,-7,-5%,2%,-2%,77*,0%,-0.6
COC(=O)C1CCN(CC(=O)NC(=O)Nc2ccccc2F)CC1,2%,-3%,-1,-6%,1%,0%,/,?,/
C/C(=N\N(C)C)C1=C(O)c2ccccc2C1=O,2%,1%,-3,18%,-5%,-1%,6,-19%,-0.4
CCCOC(=O)c1ccc(NC(=O)c2c(Cl)ccc(Cl)c2OC)cc1,-1%,0%,-3,-27%,-1%,1%,6,2%,-0.7
COc1ccc(CCNC(=O)c2nnn(CC(=O)Nc3c(C)cc(C)cc3C)c2N)cc1OC,-4%,-6%,-6,-16%,0%,-5%,-1,6%,0.2
CCO[C@H]1OC(C(=O)NCc2nc3ccccc3[nH]2)=C[C@@H](c2ccc(C(F)(F)F)cc2)[C@@H]1CCCO,-6%,3%,5,3%,4%,-3%,-10,-2%,0.0
CCOC(=O)C(Cc1ccccc1)NC(=O)CCc1c(C)nc2ncnn2c1C (centres undefined),-3%,-6%,-3,-14%,2%,-5%,/,-11%,/
O=S(NC1CCCCC1)C12CC3CC(CC(C3)C1)C2 (centres undefined),3%,0%,-4,4%,2%,-3%,-32,-22%,2.2
CCN(CC)C(=O)CSc1nnc(CNc2ccc(F)cc2)n1-c1ccccc1,0%,-6%,1,7%,3%,-2%,-9,11%,1.2
COc1ccc2c(C(=O)CN(C)C3CCCCC3)c[nH]c2c1,-1%,-5%,4,-16%,8%,-2%,-7,-7%,0.5
O=C(O)c1ccc(NC(=S)NC(NC(=O)c2ccco2)C(Cl)(Cl)Cl)cc1 (centres undefined),1%,-4%,0,-2%,-14%,-4%,-7,-14%,-0.1
CCOC(=O)C1=C(COC(=O)COc2ccc(C#N)cc2)NC(=O)NC1C (centres undefined),-1%,-6%,-6,5%,0%,-2%,-9,?,0.4
CCOc1cc(C(=O)OCC(=O)c2cc(C)n(CC3CCCO3)c2C)ccc1OCC(=O)N1CCOCC1 (centres undefined),?,1%,-1,-5%,109%[activator],1%,-7,-13%,-0.4
COc1ccccc1N1CCN(C(=O)CCc2c(C)nn(-c3ccc(N4CCCC4)nn3)c2C)CC1,1%,0%,-2,-16%,12%,-3%,/,-25%,-0.4
CCCNC(=O)c1ccccc1NC(=O)c1nsc2ccccc12,-1%,-9%,1,8%,-7%,0%,/,-22%,/
COc1ccc(C(C)(O)c2nc(-c3cccs3)cs2)cc1 (centres undefined),-29%,/,-5,/,/,3%,/,?,/
O=C(c1c(F)cccc1F)N1CCN(c2ncc(Br)cn2)CC1,0%,4%,-1,-12%,6%,-3%,6,2%,1.1
Cn1nnnc1Sc1ncnc2scc(-c3cccs3)c12,?,8%,-7&-10,-22%,/,-13%,-6,/,-0.5
CCOC(=O)c1[nH]c(C(=O)O)c(OC(=O)CC)c1C,0%,9%,-9,-5%[56.9 µM],-1%,-1%,12,63%[activator],1.2
CN(C(=O)c1cnccn1)c1nnc(-c2cnccn2)s1,2%,1%,-3,-7%,-8%,4%,-17,-10%,0.0
Cc1ccc(C2C=C(c3ccc(F)cc3)Nc3nc(CCCO)nn32)cc1 (centres undefined),-1%,1%,-4,-11%,8%,-4%,/,-6%,/
O=C(Nc1ccc2c(c1)OCO2)c1ccc(Br)o1,0%,-1%,5,-6%,/,5%,14,13%,0.5
Cn1ccnc1SCC(=O)c1cccc(C(F)(F)F)c1,-1%,-10%,-7,-10%,6%,-2%,-8,-7%,0.3
CCN(CC)C(=O)CN(c1ccc2c(c1)OCO2)S(C)(=O)=O,1%,-1%,-3,-17%,/,-3%,5,19%,-1.2
CN1N=C(/C=C/c2ccccc2)CCC1=O,-4%,2%,-2,-5%,4%,2%,-3,-13%,0.0
O=C(c1[nH]c(C(F)(F)F)nc1-c1ccccc1)N1CCN(CCN2CCOCC2)CC1,2%,/,-7,/,/,-1%,/,-13%,/
O=C(Cn1ccn(-c2ccc(F)cc2)c(=O)c1=O)Nc1ccc(F)cc1,0%,-3%,-1&0,-5%,3%,-3%,/,4%&-30%,-0.4
Cc1ccc(C)c(NC(=O)C(Sc2nc3ccccc3c(=O)n2CC(C)C)c2ccccc2)c1 (centres undefined),-14%,-9%,1,-27%,17%,-4%,-8,4%,-0.6
COCCCN(CC(=O)Nc1ccc(N2CCOCC2)cc1)S(=O)(=O)c1ccc(C)cc1,1%,0%,-2,14%,8%,-3%,22,-11%,-1.1
CCOc1ccc(C(=O)COC(=O)c2cc([N+](=O)[O-])ccc2N2CCOCC2)cc1,?,-26%,3,5%,1%,-5%,-6,-18%,-0.2
CC(C)c1ccc(S(=O)(=O)N2CCN(C(=O)CN3C(=O)c4ccccc4C3=O)CC2)cc1,-3%,-1%,-9,0%,1%,-2%,/,-20%,/
CN1/C(=C/C=C(C#N)C#N)C=Cc2ccccc21,-6%,1%,-2,-16%,-2%,-2%,12,1%,3.2
O=C(NCC1CC1)Nc1cccc(C(F)(F)F)c1,-7%,0%,3,-14%,0%,6%,10,0%,0.5
CCOC(=O)/C=C1\SCC(=O)N1CC(=O)NC1CCCCC1,3%,-2%,1,36%,/,-4%,6,5%,-0.1
O=C(Nc1nc2ccccc2s1)c1cc2c(s1)-c1ccccc1OC2,-9%,?,-11,28%,7%,4%,-21,298%[activator],1.5
Cc1ccc(C(=O)NCC(=O)OCc2c(F)cccc2Cl)s1,-2%,-11%,-5,-16%,5%,1%,/,32%[activator],/
O=c1[nH]cnc2c1sc1nc3c(c(-c4ccc(Cl)cc4)c12)CCC3,3%,-6%,-1,17%,2%,-8%,2,98%[activator],0.3
CC(=O)N1CCc2cc(Br)cc(S(=O)(=O)N3CCCCCC3)c21,2%,-6%,-2,-10%,-11%,-4%,/,0%,/
Cc1ccc(Cn2c(CN3CCC(C(=O)NCCc4ccccc4)CC3)cc3ccccc32)cc1,-26%,-11%,1,4%,-4%,-3%,/,-14%,0.8
CCCCCCCCc1nc(SCC(C)=O)n[nH]1,0%,9%,-4,18%,-2%,4%,-2,6%,0.2
COc1ccc(-c2nnn(CC(=O)N(CCN3CCOCC3)C(C(=O)NC3CCCC3)c3ccco3)n2)cc1 (centres undefined),-3%,5%,-2,8%,-2%,-2%,-3,0%,1.1
O=C(OC(C(=O)NC1CCCC1)c1cccnc1)C1=Cc2ccccc2OC1 (centres undefined),2%,2%,-7,-1%,-8%,-3%,1,-5%,-0.1
N/C(=N\OC(=O)c1cccc(Cl)c1)c1ccccn1,-19%,4%,-8,5%,-5%,-12%,/,-1%,/
O=C(O)CCCNS(=O)(=O)/C=C/c1ccccc1,1%,1%,-6,-3%,2%,2%,0,0%,0.4
COc1cc(/C=N/NC(=O)C(C)n2nnc3ccccc32)ccc1O (centres undefined),-6%,-1%,2,30%,-1%,1%,-8,-15%,0.0
CC1(C(=O)NS(=O)(=O)c2cccc(OC(F)F)c2)CCN1C(=O)c1ccccc1CCc1ccccc1 (centres undefined),-7%,/,-5,/,/,-4%,/,-5%,/
O=C(/C=C/c1ccc2c(c1)OCO2)Nc1cccnc1,-11%,-5%,-4,-2%,0%,-4%,-10,-18%,2.5

# Screening data (PubChem BioAssay)
